Source: PubChem (The Scripps Research Institute Molecular Screening Center)
V1aR counter: V1a receptor agonism, counter-screen for OXTR agonists; P37288; CHO-V1R cells, Fluo-8 calcium fluorescence, agonist mode; 0% DMSO, 100% 3 nM vasopressin; activation, % at 3 µM; actives 0.25% (n = 320,000);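 active = activation above the mean activation of all tested compounds plus 3 SD, per screening run, cut at about 20% in these data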;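 note: signal is peak over basal fluorescence ratio across a 100 second FLIPR read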
Target sequence (P37288 whole entry, looked up): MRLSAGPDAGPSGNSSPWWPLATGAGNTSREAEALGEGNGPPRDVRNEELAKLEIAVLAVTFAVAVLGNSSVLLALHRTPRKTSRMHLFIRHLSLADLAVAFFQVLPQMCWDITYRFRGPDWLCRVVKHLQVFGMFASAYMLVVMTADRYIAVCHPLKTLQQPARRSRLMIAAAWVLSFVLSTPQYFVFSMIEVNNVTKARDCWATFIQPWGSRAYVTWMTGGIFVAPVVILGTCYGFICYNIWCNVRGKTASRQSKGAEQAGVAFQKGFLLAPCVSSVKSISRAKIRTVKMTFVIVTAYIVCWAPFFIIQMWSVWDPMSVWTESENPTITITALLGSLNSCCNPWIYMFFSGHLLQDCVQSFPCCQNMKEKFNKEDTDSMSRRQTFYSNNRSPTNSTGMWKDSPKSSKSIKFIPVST
GPR7 antagonist: antagonists of human GPR7 (neuropeptides B/W receptor 1); P48145; GPR7-expressing cells, fluorescence antagonist assay; inhibition, % at 4.4 µM; actives 1.1% (n = 290,000); in the data active = inhibition above about 16%, passing the limit was not always enough;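 note: cells stimulated with the agonist NPW; 0% = agonist with vehicle and 100% = vehicle without agonist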
Target sequence (P48145 whole entry, looked up): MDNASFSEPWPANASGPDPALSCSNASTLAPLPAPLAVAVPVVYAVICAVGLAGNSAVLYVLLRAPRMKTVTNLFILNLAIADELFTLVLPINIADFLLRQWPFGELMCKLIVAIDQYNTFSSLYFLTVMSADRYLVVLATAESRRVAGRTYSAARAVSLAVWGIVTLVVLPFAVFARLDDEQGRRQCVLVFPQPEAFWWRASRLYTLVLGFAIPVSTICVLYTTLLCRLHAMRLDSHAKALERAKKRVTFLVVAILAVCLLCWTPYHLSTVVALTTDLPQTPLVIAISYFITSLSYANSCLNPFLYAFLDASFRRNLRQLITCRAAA
OXTR ag: agonists of human oxytocin receptor; P30559; CHO-OTR cells, Fluo-8 calcium fluorescence; normalized: DMSO 0%, oxytocin 100%; activation, % at 3 µM; actives 0.32% (n = 320,000); AID 2435;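 active = activation above the mean of all tested compounds plus 3 SD, cutoff set per screening run, cut at about 20% in these data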;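 note: peak over basal fluorescence ratio from a 100 s FLIPR kinetic read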
OXTR potentiate: potentiates the human oxytocin receptor response; P30559; activation, % at 3 µM; AID 2445; CHO-OTR cells, Fluo-8 calcium fluorescence, potentiator mode; 0% = oxytocin EC15, 100% = EC100; actives 0.061% (n = 320,000);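 active = activation above that plate's cutoff, the mean activation of tested compounds plus 3 SD, cut at about 6.6% in these data, passing the limit was not always enough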;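 note: 100% uses oxytocin at 75 nM as the full agonist control; some results filed as inactive read as strong as hits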
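System: human OTR in CHO cells / Also added: sub-maximal oxytocin, roughly EC15 / Control set: EC15 oxytocin low, 75 nM oxytocin high / Schedule: 6 min compound pre-incubation at room temperature, 100 s kinetic read / Compound: single-point 3.0 µM / Replication: singlicate / Technique: Fluo-8 calcium dye fluorescence / Read-out basis: % activation of max/min ratio relative to oxytocin controls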
CHO-K1 Ca antag: counter-screen for M1 antagonists: effect in parental CHO-K1 cells; AID 602250; inhibition, % at 3 µM; ATP-induced calcium, Fluo-8 fluorescence; actives 0.6% (n = 360,000);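 active = inhibition above a per-plate cutoff, the plate's mean sample inhibition plus 3 SD, cut at about 24% in these data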;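 note: 0% = DMSO plus EC80 ATP and 100% = DMSO alone without ATP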
CHO-K1 Ca ag: nonselective activator or artifact in parental CHO-K1 cells. activation, % at 3 µM. Fluo-8 calcium fluorescence; scaled to maximal ATP response, vehicle zero. AID 602248. actives 0.48% (n = 360,000); in the data active = activation above about 15%;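 note: untransfected CHO-K1 host cells lacking M1 receptor as counterscreen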
M1 PAM parental: M1 PAM counterscreen hit in parental CHO-K1 cells | ATP EC20, Fluo-8 calcium fluorescence; 0% at ATP EC20, 100% at ATP max | activation, % at 3 µM | actives 0.02% (n = 360,000) | AID 602247;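 active = activation above the run cutoff, the mean activation of all test compounds plus 3 SD, cut at about 40% in these data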;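 note: peak over basal fluorescence ratio in a 140 s read after ATP addition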
CHO parental Ca: counter-screen for OX1R antagonists: effect in parental CHO cells. inhibition, % at 5.6 µM. actives 0.63% (n = 330,000). parental CHO-K1, ATP-induced calcium, Fluo-8 fluorescence;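 active = inhibition above that plate's mean sample inhibition plus 3 SD, cut at about 26% in these data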;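 note: 0% = ATP-challenged DMSO wells and 100% = DMSO wells without ATP; some compounds past the cut are filed as inactive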
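Material – parental CHO cells · Reagent – ATP stimulus · Compound – single nominal dose of 5.6 µM per compound · Detection – Fluo-8 fluorescence · Read-out basis – percent inhibition of calcium signal · Controls – ATP-challenged DMSO wells low, unchallenged DMSO wells high · Repeats – no replicates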
TAAR1 antagonist: antagonists of human TAAR1 | inhibition, % at 3 µM | actives 1.5% (n = 360,000) | Q96RJ0 | AID 624466 | CHO RD-HGA16 TAAR1, Fluo-8 calcium fluorescence, antagonist;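 active = inhibition above a per-plate cutoff, the mean inhibition of test compounds on that plate plus 3 SD, cut at about 49% in these data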;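 note: 0% = DMSO plus EC80 beta-PEA response and 100% = DMSO alone without agonist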
Target sequence (Q96RJ0 whole entry, looked up): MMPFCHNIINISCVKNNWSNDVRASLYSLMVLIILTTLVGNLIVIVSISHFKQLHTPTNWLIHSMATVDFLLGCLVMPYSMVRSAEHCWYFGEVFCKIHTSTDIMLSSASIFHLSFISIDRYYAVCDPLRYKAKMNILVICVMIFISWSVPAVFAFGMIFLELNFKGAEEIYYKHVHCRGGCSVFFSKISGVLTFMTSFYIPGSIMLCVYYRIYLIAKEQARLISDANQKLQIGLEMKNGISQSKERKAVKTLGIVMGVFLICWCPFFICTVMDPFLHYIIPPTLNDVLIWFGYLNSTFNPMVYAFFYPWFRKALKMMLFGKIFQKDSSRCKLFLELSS
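System: RD-HGA16 CHO cells with stable hTAAR1 and Gα16 | Probe or stimulus: EC80 β-phenethylamine stimulus | Dosing: 3 µM, single point | Times: Dye loading 75 min at 37 °C, then 30 min room temperature | Measured by: Fluo-8 calcium-sensitive fluorescence | Read-out basis: % inhibition of agonist calcium response | Replicates: n of 1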
Starred values were filed as active, the others as inactive; x = not tested or not shown; & = joins results of further samples.

SMILES | V1aR counter | GPR7 antagonist | OXTR ag | OXTR potentiate | CHO-K1 Ca antag | CHO-K1 Ca ag | M1 PAM parental | CHO parental Ca | TAAR1 antagonist
COc1ccc(C)cc1S(=O)(=O)N(CC(=O)NC1CCCC1)c1ccc(F)cc1 | -0.1 | 0 | -0.7 | -8 | -7 | 0.1 | 15 | -13 | -3
Cc1ccccc1S(=O)(=O)NC(=O)C1(C)CCN1C(=O)Cc1cc(F)ccc1F (stereo unspecified) | x | x | x | x | 10 | -0.3 | -4 | x | -24
CCCCOP(=O)(c1ccc(N(C)C)cc1)C(O)c1c(Cl)cccc1Cl (stereo unspecified) | 0.5 | 7 | -2.0 | -12 | -4 | 0.2 | 11 | -24 | -13
COc1cccc(CNC2CCCC2)c1 | 0.1 | -5 | 0.4 | -5 | -4 | 0.3 | 11 | -4 | x
CCOC(=O)CSc1nnc(NC(=O)C2CC(=O)N(c3ccc(F)cc3)C2)s1 (stereo unspecified) | 0.4 | -12 | 0.1 | 3 | 10 | 0.8 | -18 | -5 | -12
O=C(NCc1ccco1)c1cccc(S(=O)(=O)N2CCCC2)c1 | x | -12 | x | x | -8 | 1.7 | 14 | x | 5
Cc1cc(C(=O)N[C@H](c2ccccc2)[C@@]2(C)C[C@@H]2[C@@H](C)C(=O)Nc2ccc3ccccc3c2)n(C)n1 | 3.8 | 9 | -0.8 | -13 | -18 | 2.5 | 15 | -2 | 19
Cc1ccc(C)c(NC(=O)CCC(=O)OC(C(=O)c2ccccc2)c2ccccc2)c1 (stereo unspecified) | 0.1 | 5 | -0.4 | -5 | 9 | -0.2 | 10 | 1 | 20
CCOC(=O)C1(CCCc2ccccc2)CCN(C(=O)CCc2cnccn2)CC1 | 3.6 | -4 | 2.6 | -11 | -7 | 5.2 | 23 | -18 | 22
Cc1sc(NC(=O)COc2ccccc2)c(C#N)c1C | -0.3 | -8 | -0.2 | 4 | -10 | 3.5 | 14 | -18 | 4
CCOc1ccc(S(=O)(=O)NCCC(=O)N(C)CC(=O)Nc2ccc(OC)cc2)cc1 | -0.1 | -1 | -0.3 | -1 | -6 | 0.0 | 14 | -14 | -18
C/C(=N\NC(=O)c1cccs1)c1cccnc1 | 0.5 | -13 | -1.3 | -2 | 10 | -0.1 | -16 | -12 | 14
O=S(=O)(Nc1ncccn1)c1ccc(NC(=S)N2CCN(c3cccc(C(F)(F)F)c3)CC2)cc1 | -0.6 | -18 | -0.5 | -7 | -2 | -0.1 | 8 | 2 | 5
CC(C)C(=O)NCCc1nc2ccccc2n1C | 0.4 | -6 | -0.3 | -15 | -2 | 0.4 | 16 | -6 | 4
O=S(=O)(c1ccccc1)n1nc(-c2ccccc2)nc1NCc1ccco1 | 0.0 | -31 | -0.5 | -10 | -5 | -0.3 | 13 | -3 | 5
CCC1(c2ccccc2)NC(=O)N(CC(=O)c2ccc3c(c2)OCO3)C1=O (stereo unspecified) | 2.4 | x | 4.2 | -5 | -13 | 1.6 | -3 | -1 | -5
Cc1noc(C)c1S(=O)(=O)N1CCC(C(=O)N2CCN(C(=O)c3ccco3)CC2)CC1 | 0.7 | -6 | 1.2 | -7 | 10 | 0.0 | 3 | 9 | 5
S=c1sc2c(N3CCOCC3)ncnc2n1-c1ccccc1 | 4.1 | -14 | 0.8 | 4 | -5 | 1.0 | 16 | -3 | 3
O=C(Nc1ccccc1)C1=C[C@@H](c2csc3ccccc23)C[C@@H](OCc2ccc(CO)cc2)O1 | 2.3 | 25 | 0.0 | -15 | -10 | 0.6 | 1 | -9 | 37
O=C(Nc1cccc(-c2cccc(Cl)c2)c1)C1CCN(Cc2nccs2)CC1 | x | x | x | x | 11 | 0.3 | -6 | x | 37
Cc1ccc(S(=O)(=O)c2c(C)cc(C)nc2Oc2cccc(C(F)(F)F)c2)cc1 | 0.1 | 0 | -0.9 | -5 | -3 | 0.7 | 10 | -11 | 22
CCCC(C)(C)C(=O)N1CCC1(C)C(=O)NS(=O)(=O)c1ccc(Cl)cc1 (stereo unspecified) | x | x | x | x | -9 | -0.3 | 4 | x | -4
O=C1NCC(O)=C1C=NC12CC3CC(CC(C3)C1)C2 | -0.5&0.7 | -9&-4 | -0.1&0.9 | -4&0 | -16&-9 | 0.5&0.4 | 12&12 | 8&-14 | -10&-13
CCN(CC)CCCNC(=O)C1CCN(C(=O)c2cc3sccc3n2Cc2ccc(F)cc2)CC1 | 0.1 | -5 | 1.0 | -9 | -8 | 0.0 | 1 | -17 | -19
CCCCOC(=O)Nc1sc2nc(C)cc(C)c2c1-n1cccc1 | 0.7 | 0 | -0.4 | -14 | -15 | 0.8 | 19 | -5 | -25
CN1CCCC1CCNS(=O)(=O)c1ccc(Br)cc1 (stereo unspecified) | 1.6 | 0 | 0.1 | -7 | -5 | 0.5 | 15 | 1 | -7
CCCCn1c(N)c(N(CC(C)C)C(=O)CN2C(=O)c3ccccc3C2=O)c(=O)[nH]c1=O | 1.2 | x | -0.6 | 1 | -6 | 0.9 | 2 | 5 | -33
CN(/C=C/C(=C/C=[N+](C)c1ccccc1)OCCCS(=O)(=O)[O-])c1ccccc1 | 0.2 | -1 | 1.4 | 4 | 10 | -0.7 | -6 | 0 | 2
Cc1[nH]c(=O)[nH]c(=O)c1S(=O)(=O)N1CCN(c2ccccc2F)CC1 | -0.1 | -2 | 0.5 | 6 | -2 | 0.2 | 18 | -2 | 4
COCCNc1nc2ccccc2n2cnnc12 | 0.0 | -2 | 0.2 | -4 | -4 | 0.2 | -1 | -1 | 0
O=C(CC1C(=O)NCCN1C(=O)Nc1ccccc1)Nc1cc(Cl)ccc1Cl (stereo unspecified) | -0.8 | -14 | -1.0 | -2 | 9 | 0.3 | -16 | -25 | 4
COc1ccc(/C=N/NC(=S)NCCc2ccccc2)cc1 | 0.0 | -13 | -0.3 | -2 | -13 | -0.8 | -15 | -21 | -6
Cc1cccnc1NC(=S)Nc1ccc(Br)cc1Cl | -0.2 | -5 | -1.1 | -11 | 11 | 6.6 | 1 | -3 | 7
COc1ccc(Nc2c(CCc3ccccc3)nc3nc(C)cc(C)n23)cc1 | x | x | x | x | -11 | -1.0 | -4 | x | -67
COC(=O)c1ccc(Sc2ccccc2NS(=O)(=O)c2ccc(C)cc2)nc1 | 0.0 | -12 | -1.4 | -9 | -16 | 0.3 | -3 | -9 | -10
C=CCn1c(SCC(=O)Nc2ccc(C(=O)O)cc2)nc2sc(C)c(C)c2c1=O | 1.7 | x | 3.8 | -8 | -21 | 0.9 | 19 | -6 | 0
C=CCN=C(NC#N)SCC(=O)NCc1ccccc1 | 0.3 | 5 | 0.6 | -21 | 8 | 0.2 | -5 | -20 | -7
Cc1cc(C)cc(NC(=O)Nc2cccc(S(N)(=O)=O)c2)c1 | -0.9 | -8 | -0.3 | 2 | -5 | 0.6 | -2 | -9 | -3
C=CCn1c(CNC(=O)c2ccco2)nnc1SCC(=O)c1ccc(F)cc1 | 1.2 | -7 | 0.2 | -3 | -12 | 0.9 | -3 | -23 | -9
CN(Cc1cccs1)C(=O)C1CCN(S(=O)(=O)c2ccccc2)CC1 | 1.3 | x | 1.0 | -4 | -9 | 0.5 | -14 | 0 | 4
CC(C)Cn1c(=O)c2ccccc2n2c(CCC(=O)NCc3ccccn3)nnc12 | 0.5 | -6 | 0.3 | -5 | 6 | 0.1 | -3 | -17 | -3
Cc1cc(C)n(Cc2ccc(NC(=O)c3nn(C)cc3[N+](=O)[O-])cc2)n1 | 0.5 | -11 | 0.7 | -6 | -19 | 0.5 | -4 | 4 | 13
Nc1ccc(Oc2ccc(Cl)cc2)cc1 | -0.5 | -8 | 0.9 | -7 | 3 | 0.2 | 9 | -6 | -2
CCOC(=O)Oc1c(OC)cc(C(=O)O[C@@H]2C[C@@H]3CN4CCc5c([nH]c6cc(OC)ccc56)[C@H]4C[C@@H]3[C@H](C(=O)OC)[C@H]2OC)cc1OC | 0.2 | x | 0.1 | -6 | -1 | -0.3 | 5 | -5 | -23
COc1cc(C(=O)NCCNC(=O)c2cc(OC)c(C)c(OC)c2)cc(OC)c1C | -0.3 | 0 | -0.9 | -6 | -13 | 1.1 | 12 | -22 | -15
COC(=O)CSc1nc2c(cnn2-c2ccc(Cl)cc2)c(=O)[nH]1 | 0.9 | -7 | -0.2 | -18 | -17 | -0.2 | 2 | -12 | -12
CCC(Sc1nc2ncccc2[nH]1)C(=O)NC1CCC(C)CC1 (stereo unspecified) | 1.1 | -3 | -0.8 | 0 | -2 | 1.1 | 7 | -13 | -3
CS(=O)(=O)Nc1ccccc1Oc1ccccc1 | -0.1 | 10 | -0.7 | -5 | 1 | -0.3 | 9 | -9 | 3
CC1CC(C)CN(C(=O)COC(=O)CN2C(=O)c3ccccc3C2=O)C1 (stereo unspecified) | 2.2 | x | 3.3 | 1 | -4 | 0.5 | 7 | -6 | 2
NS(=O)(=O)c1cccc(NC(=O)COC(=O)COc2ccc3ccccc3c2)c1 | 1.1 | -11 | -0.2 | -6 | -6 | 0.6 | 15 | -6 | -4
O=C1NC(NS(=O)(=O)c2ccccc2)(C(F)(F)F)C(=O)N1CCc1ccccc1 (stereo unspecified) | 0.3 | -10 | 1.3 | 8 | 2 | 0.9 | 10 | -9 | -20
CCN(CC)C(=O)Cn1cc(S(=O)(=O)CC(=O)Nc2ccc(F)cc2F)c2ccccc21 | -1.2 | -23 | -0.5 | -2 | -8 | 0.3 | -8 | -22 | -1
CCn1c(SCC(=O)Nc2oc(C)c3c(C)n[nH]c(=O)c23)nnc1-c1ccco1 | x | x | x | x | -3 | 0.1 | 4 | x | -16
Cn1c(=O)oc2cc(S(=O)(=O)NC3CCCc4ccccc43)ccc21 (stereo unspecified) | 6.1 | -4 | 4.9 | -5 | -1 | 0.5 | 6 | -2 | 2
CC1CC(C)CN(C(=O)c2ccc(-c3ccc([N+](=O)[O-])cc3)o2)C1 (stereo unspecified) | -1.9 | x | -2.0 | -4 | -7 | -0.2 | -1 | -28 | -14

2 successive entries already listed, quoted:
SMILES | V1aR counter | GPR7 antagonist | OXTR ag | OXTR potentiate | CHO-K1 Ca antag | CHO-K1 Ca ag | M1 PAM parental | CHO parental Ca | TAAR1 antagonist
CS(=O)(=O)Nc1ccccc1Oc1ccccc1 | -0.1 | 10 | -0.7 | -5 | 1 | -0.3 | 9 | -9 | 3
CC1CC(C)CN(C(=O)COC(=O)CN2C(=O)c3ccccc3C2=O)C1 (stereo unspecified) | 2.2 | x | 3.3 | 1 | -4 | 0.5 | 7 | -6 | 2
